Compound activity deposited in PubChem by Sanford-Burnham Center for Chemical Genomics.
CCR6 antagonist: antagonists of human CCR6 receptor; 340,000 tested, 0.49% active; AID 493098; P51684; inhibition, % at 20 µM; CHO-K1 CCR6 PathHunter beta-arrestin, luminescence, CCL20-stimulated;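 active = compounds whose inhibition of the agonist-driven luminescence signal at 20 µM reaches about 50%, limit read from the data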;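 note: cells stimulated with CCL20 at 14 nM final; plate controls were DMSO with CCL20 for no effect and DMSO without agonist for full effect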
Target sequence (P51684 whole entry, looked up): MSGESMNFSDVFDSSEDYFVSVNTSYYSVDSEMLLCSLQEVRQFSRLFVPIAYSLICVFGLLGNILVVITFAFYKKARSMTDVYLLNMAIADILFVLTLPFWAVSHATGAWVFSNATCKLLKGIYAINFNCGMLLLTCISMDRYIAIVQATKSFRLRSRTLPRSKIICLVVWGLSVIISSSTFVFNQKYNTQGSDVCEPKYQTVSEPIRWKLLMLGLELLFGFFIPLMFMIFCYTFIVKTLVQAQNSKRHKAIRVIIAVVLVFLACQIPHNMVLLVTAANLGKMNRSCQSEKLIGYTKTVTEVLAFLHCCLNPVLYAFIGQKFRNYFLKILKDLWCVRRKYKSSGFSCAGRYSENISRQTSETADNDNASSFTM
Gli-Sufu antag: antagonists of Gli-Sufu signaling; Sufu-KO-LIGHT fibroblasts, Gli luciferase reporter luminescence; inhibition, % at 5 µM; 340,000 tested, 0.74% active;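 active = inhibition above about 55%, limit read from the data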;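 note: 0% = DMSO-treated cells and 100% = wells with medium but no cells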
ATG4B inh: blocks human ATG4B protease cleavage of LC3 substrate | inhibition, % at 8.33 µM | Q9Y4P1 | AID 504462 | ATG4B cleavage of LC3-PLA2, NBD-HPC fluorescence, 1 h | 340,000 tested, 0.51% active; in the data active = inhibition above about 40%
Target sequence (Q9Y4P1 whole entry, looked up): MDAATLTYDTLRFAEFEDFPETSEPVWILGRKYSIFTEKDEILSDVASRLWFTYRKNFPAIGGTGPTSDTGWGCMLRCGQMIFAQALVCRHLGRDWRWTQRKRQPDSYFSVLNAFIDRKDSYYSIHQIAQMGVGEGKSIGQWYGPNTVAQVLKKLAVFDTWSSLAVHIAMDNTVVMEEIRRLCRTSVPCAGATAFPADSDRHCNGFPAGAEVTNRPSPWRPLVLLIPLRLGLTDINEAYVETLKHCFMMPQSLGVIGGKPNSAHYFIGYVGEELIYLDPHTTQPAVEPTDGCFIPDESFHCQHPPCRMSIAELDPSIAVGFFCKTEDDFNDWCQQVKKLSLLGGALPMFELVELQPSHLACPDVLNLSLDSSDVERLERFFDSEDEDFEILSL
APJ antag: blocks the human apelin receptor APJ | P35414 | CHO-K1 APJ beta-arrestin complementation, luminescence | inhibition, % at 20 µM | 330,000 tested, 0.32% active | AID 2521;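 active = inhibition above about 40% at 20 µM, limit read from the data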;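 note: cells challenged with 10 nM apelin-13 agonist together with compound; plate controls were apelin-13 plus DMSO wells for no effect and DMSO wells lacking apelin-13 for full effect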
EBI2 block: EBI2 (human) antagonism | EBI2 beta-arrestin recruitment, luminescence, 7a,25-OHC stimulated | inhibition, % at 5 µM | 360,000 tested, 0.81% active; in the data active = inhibition above about 38%;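 note: enzyme fragment complementation signal reports receptor beta-arrestin coupling in cells; 0% = agonist plus DMSO wells and 100% = wells without agonist; some results beyond the cut were filed as inactive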
CXCR6 inh: blocks human CXCR6 beta-arrestin recruitment; O00574; CHO-K1 PathHunter CXCR6 beta-arrestin, luminescence; inhibition, % at 20 µM; 360,000 tested, 0.36% active; AID 602244; in the data active = inhibition above about 34%, passing the limit was not always enough;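 note: antagonist mode with CXCL16 agonist at 10 nM final; 0% = 10 nM CXCL16 with DMSO and 100% = unstimulated wells without agonist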
APJ ag: activates the human apelin receptor APJ; P35414; CHO-K1 APJ PathHunter beta-arrestin, luminescence; 0% DMSO wells, 100% apelin; activation, % at 20 µM; 330,000 tested, 0.11% active; AID 2520;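 active = activation more than six SD over the plate average, tested at 20 µM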;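 note: 0% = DMSO alone and 100% = apelin-13 at 10 nM; some results filed as inactive read as strong as hits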
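Assay system: CHO-K1 cells stably expressing ProLink-tagged human APJ and arrestin–beta-gal acceptor. Compound dosing: 20 µM single point, 1% DMSO. Times: 16-18 h seeding, 90 min dark compound exposure, 60 min detection. Detection: beta-gal luminescence. Evaluation: APJ–arrestin association signal. Controls: negative DMSO alone, positive Apelin-13 at 10 nM.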
UBC13 inh: blocks human UBC13 polyubiquitin chain formation | P61088 | TR-FRET | inhibition, % at 20 µM | 330,000 tested, 0.47% active; in the data active = inhibition above about 45%, passing the limit was not always enough
Target sequence (P61088 whole entry, looked up): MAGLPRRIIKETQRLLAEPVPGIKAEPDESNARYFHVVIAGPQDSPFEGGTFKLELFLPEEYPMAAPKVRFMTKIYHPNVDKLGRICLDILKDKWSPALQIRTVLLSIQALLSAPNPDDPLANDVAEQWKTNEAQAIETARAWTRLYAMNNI
The depositor's hits bear a star; . = no result given.

SMILES	CCR6 antagonist	Gli-Sufu antag	ATG4B inh	APJ antag	EBI2 block	CXCR6 inh	APJ ag	UBC13 inh
Cc1ccc(C)c(S(=O)(=O)N2CCN(CC(=O)NC(=O)NCc3ccco3)CC2)c1	6	.	-3	-10	-1	2	-1	-14
COc1ccc(C(OC(=O)c2ccco2)C(=O)NC2CCCCC2)cc1OC (configuration not stated)	4	8	-4	13	1	-5	-3	0
Cc1cccc(N(C(=O)c2ccco2)C(C(=O)NC2CCCC2)c2ccco2)c1C (configuration not stated)	4	18	2	9	-11	4	-4	-3
Nc1[nH]ncc1-c1ccc(Cl)cc1	-9	0	5	1	2	-2	2	-8
Cc1nc(-c2cccs2)ccc1C(=O)O	-6	5	-27	-12	-13	2	-4	-13
O=C(Cc1ccccc1)NC1(Cc2ccc(O)cc2)CCCCC1	20	-12	4	17	8	6	-1	6
CC(C)(C)C(=O)c1cn(CC(=O)O)c2ccccc12	4	-1	-5	6	-9	1	0	5
CC(=O)Nc1ccc(C(=O)N2CC(=O)NC(=O)C2)cc1	1	3	-10	8	9	-6	-1	3
S=C(Nc1ccccc1Oc1ccccc1)Nc1cccc(Cl)c1Cl	36	-2	88*	.	-7	15	.	.
COc1ccc2c(c1)CCc1c(C(=O)NCc3ccc(Cl)cc3)noc1-2	4	6	-9	-12	9	-2	16	-14
Clc1cc(Br)ccc1OCCOCCN1CCCC1	17	10	-2	-6	0	9	-4	1
CC1(C)CC(=O)C([N+](=O)[O-])=C(NCCCC(=O)O)C1	4	23	-12	-18	-1	-5	-2	-6
O=C(c1ccccc1)N1CCN=C1c1ccccc1	0	1	1	-4	-3	-10	0	4
O=C(COc1ccccc1N1C(=O)c2ccccc2C1=O)c1ccc(Cl)cc1	1	-5	1	-25	0	2	2	4
COc1ccc(NC(=S)NC(NC(=O)c2cccc(C)c2)C(Cl)(Cl)Cl)c([N+](=O)[O-])c1 (configuration not stated)	44	2	-6	30	15	23	-2	-16
COc1cccc(C(=O)N2CCN(CCCc3ccccc3)CC2)c1OC	5	42	-4	9	-11	-5	-4	0
Cc1ccc(S(=O)(=O)N2[C@@H](c3ccc(C(C)(C)C)cc3)C(C(=O)O)=CC[C@H]2c2cccs2)cc1	-5	-16	14	6	-6	2	-3	0
Cc1ccc(C)c(N2CCN(S(=O)(=O)c3ccc4[nH]c(=O)c(=O)[nH]c4c3)CC2)c1	5	3	-8	-3	-2	4	0	-12
C/C=C(/C)C(=O)O[C@@H]1[C@H](OC(=O)C=C(C)C)c2c(ccc3ccc(=O)oc23)OC1(C)C	21	31	5	13	1	-6	5	9
O=C1c2cc(O)cc(O)c2C(=O)c2c1cc(O)c([C@@H](CO)CCO)c2O	26	-4	-15	-34	-7	19	-8	-68
O=C(NCCNC(=O)c1ccccn1)c1ccc(F)cc1	-3	3	5	-2	-9	-6	-1	2
CC1(OC(=O)C2CCCC2)C(=O)C=C2C=C(c3ccsc3)N(Cc3ccc4c(c3)OCO4)C=C2C1=O (configuration not stated)	-5	21	-5	-15	5	-11	9	-47
CC(NC(=O)Cn1ccsc1=N)C12CC3CC(CC(C3)C1)C2 (configuration not stated)	4	4	1	-11	1	-8	-7	3
COC(=O)c1ccc(CSc2n[nH]c(=S)s2)o1	17	6	-5	15	-8	3	2	-4
O=C(N/N=C/c1cccs1)c1cc(-c2ccc3ccccc3c2)n[nH]1	-23	-7	-11	-22	-1	-12	3	-13

The list goes on.
SMILES	CCR6 antagonist	Gli-Sufu antag	ATG4B inh	APJ antag	EBI2 block	CXCR6 inh	APJ ag	UBC13 inh
Cc1cc(CNC(=O)C2CCC(=O)N(CCc3cccc(F)c3)C2)on1 (configuration not stated)	15	1	13	9	5	6	-1	2
CCCCCCCCNC(=O)c1cccnc1SCC(=O)Nc1ccc(OC)cc1OC	-6	4	2	3	-11	-2	2	2
COc1ccc(N=CC2=C(O)CCCC2=O)cc1	-11	6	-16	10	0	0	-1	-5
CCC1CCc2c(sc(NC(=O)c3ccoc3C)c2C(N)=O)C1 (configuration not stated)	5	-18	4	-3	3	-20	0	4
CC(=O)Nc1ccc(C(=O)OCC(=O)N2CCN(C(=O)c3ccco3)CC2)cc1	0	-1	0	-3	-7	1	-1	5
C/C(=N\NC(=O)c1cccc(S(=O)(=O)N2CCOCC2)c1)c1ccc(C)cc1	9	2	-25	5	1	0	-6	5
COc1cccc(CNC(=O)C2CCN(S(=O)(=O)c3cccc4cccnc34)CC2)c1	-2	1	-7	6	-6	-1	17	-9
CCC(=O)c1ccc(OCC(O)CN2CCN(c3cccc(C(F)(F)F)c3)CC2)cc1 (configuration not stated)	16	1	-10	5	4	-20	0	3
C#CCOCCOCCOCCNc1nc(N2CCN(C(=O)Cn3cc(CCCN=C(N)N)nn3)CC2)nc(N2CCN(C(=O)[C@H](C)n3cc(CCCN=C(N)N)nn3)CC2)n1	7	-7	-7	14	-2	-4	-3	14
Oc1ccc(Cl)cc1CNC1CCCCC1	18	4	1	.	3	1	.	.
COc1ccc(Cl)cc1NC(=O)CN(C)C(=O)C1CC1	3	1	-11	2	1	6	3	10
Cc1ccccc1N(CC(=O)Nc1ccccc1C(=O)NCc1ccco1)S(=O)(=O)c1ccccc1	12	-8	26	8	13	4	1	5
CC(=O)Nc1ccc(Oc2sc(C(=O)c3ccccc3)c(N)c2C#N)cc1	20	16	-11	17	-9	5	0	0
CCc1ccccc1NC(=O)NC1CC2CCC(C1)N2Cc1ccco1 (configuration not stated)	-6	10	2	-4	-9	1	-3	7
COc1cccc(CSc2nccn2C)c1	11	-2	1	8	-7	-4	-1	1
CCOC(=O)c1c(-c2cccs2)csc1NC(=O)CCCC(=O)O	-9	0	-7	10	0	-2	-1	9
COc1cc(OC)nc(NC(=O)NS(=O)(=O)c2ccc(OC(F)(F)F)cc2)n1	2	1	-7	7	-9	2	-9	6
CCOC(=O)CC1(NC(=O)C2CCC(=O)N(CCc3ccccc3)C2)CCCCC1 (configuration not stated)	-6	0	-12	7	18	3	-1	1
O=C(Nc1nncs1)c1ccc(Br)c(S(=O)(=O)N2CCCC2)c1	2	1	-11	-3	17	3	-8	1
CC(CCN1CCC(CN2C(=S)NCC2Cc2ccccc2)CC1)c1ccccc1 (configuration not stated)	12	5	.	.	-3	8	.	.
Cc1cc(N2CCN(c3ccccc3)CC2)nc(NCc2ccccc2)n1	11	16	3	13	8	4	-8	24
CCOC(=O)CCc1c(C)c2ccc(OCC(=O)OC(C)C)cc2oc1=O	22	4	-10	10	9	7	-3	12
CN(CC(=O)Nc1nc2ccc(F)cc2s1)S(=O)(=O)c1ccc(Cl)cc1	-17	-2	-31	5	25	-16	3	-3
COc1ccc(CN(C)CC(=O)NC2CCCc3ccccc32)cc1OC (configuration not stated)	13	15	-1	-5	8	-6	-3	6
COCCCNC(=O)c1cc2cc([N+](=O)[O-])cc(OC)c2oc1=O	9	-34	3	-5	-1	8	-2	-19

Continued.
SMILES	CCR6 antagonist	Gli-Sufu antag	ATG4B inh	APJ antag	EBI2 block	CXCR6 inh	APJ ag	UBC13 inh
O=C1C2C(C(=O)N1CCc1ccccc1)C1C=CC2C12CC2 (configuration not stated)	1	-3	4	13	-7	0	-7	0
Cc1cc(C)cc(-n2c(C)cc(/C=N/NC(=O)c3cccc([N+](=O)[O-])c3C)c2C)c1	12	16	3	-29	1	8	-3	-28
CN1C2CCC1CC(NC(=O)CSCc1ccc(Cl)cc1Cl)C2 (configuration not stated)	-12	18	5	7	4	5	-2	25
COc1ccc(CN2CCN(Cc3cc(=O)oc4cc(C)ccc34)CC2)c(OC)c1OC	-1	19	2	6	-6	3	-4	0
COc1ccc2cc(C3C(C#N)=C(N)OC(C)=C3C(C)=O)c(Cl)nc2c1 (configuration not stated)	-2	-2	-10	-13	3	2	-2	1
Cc1ccc(CNC(=O)CNC(=S)N(Cc2ccccc2)Cc2cccnc2)cc1	9	9	-15	-6	-1	-8	-5	7
O=C(Nc1ccccc1C(=O)O)/C(=C/c1ccc([N+](=O)[O-])cc1)NC(=O)c1ccc(Br)o1	-1	-6	-11	-20	-12	-1	0	-30
CCOc1ccc(Cl)cc1S(=O)(=O)n1nnc2ccccc21	1	-12	5	-14	16	5	1	0
COc1ccc(N2Cc3ccccc3C2=NC(=O)c2cncc(Br)c2)cc1	5	-5	3	-1	-4	-12	-1	0
O=C(NNC(=O)[C@@H]1CCCC[C@@H]1C(=O)O)Nc1ccccc1	-18	-12	-2	-12	-2	4	-2	1
O=C1CCCCc2sc(Br)c([N+](=O)[O-])c2N1	6	-1	1	1	-22	-16	0	2
CN(Cc1ccccc1)C(=O)N1CCOCC1	1	0	2	-26	6	0	-3	9

Given as a markdown table: part of the list above
| smiles | CCR6 antagonist | Gli-Sufu antag | ATG4B inh | APJ antag | EBI2 block | CXCR6 inh | APJ ag | UBC13 inh |
| --- | --- | --- | --- | --- | --- | --- | --- | --- |
| COc1ccc(NC(=S)NC(NC(=O)c2cccc(C)c2)C(Cl)(Cl)Cl)c([N+](=O)[O-])c1 (configuration not stated) | 44 | 2 | -6 | 30 | 15 | 23 | -2 | -16 |
| COc1cccc(C(=O)N2CCN(CCCc3ccccc3)CC2)c1OC | 5 | 42 | -4 | 9 | -11 | -5 | -4 | 0 |
| Cc1ccc(S(=O)(=O)N2[C@@H](c3ccc(C(C)(C)C)cc3)C(C(=O)O)=CC[C@H]2c2cccs2)cc1 | -5 | -16 | 14 | 6 | -6 | 2 | -3 | 0 |
| Cc1ccc(C)c(N2CCN(S(=O)(=O)c3ccc4[nH]c(=O)c(=O)[nH]c4c3)CC2)c1 | 5 | 3 | -8 | -3 | -2 | 4 | 0 | -12 |
| C/C=C(/C)C(=O)O[C@@H]1[C@H](OC(=O)C=C(C)C)c2c(ccc3ccc(=O)oc23)OC1(C)C | 21 | 31 | 5 | 13 | 1 | -6 | 5 | 9 |
| O=C1c2cc(O)cc(O)c2C(=O)c2c1cc(O)c([C@@H](CO)CCO)c2O | 26 | -4 | -15 | -34 | -7 | 19 | -8 | -68 |
| O=C(NCCNC(=O)c1ccccn1)c1ccc(F)cc1 | -3 | 3 | 5 | -2 | -9 | -6 | -1 | 2 |
| CC1(OC(=O)C2CCCC2)C(=O)C=C2C=C(c3ccsc3)N(Cc3ccc4c(c3)OCO4)C=C2C1=O (configuration not stated) | -5 | 21 | -5 | -15 | 5 | -11 | 9 | -47 |
| CC(NC(=O)Cn1ccsc1=N)C12CC3CC(CC(C3)C1)C2 (configuration not stated) | 4 | 4 | 1 | -11 | 1 | -8 | -7 | 3 |
| COC(=O)c1ccc(CSc2n[nH]c(=S)s2)o1 | 17 | 6 | -5 | 15 | -8 | 3 | 2 | -4 |
| O=C(N/N=C/c1cccs1)c1cc(-c2ccc3ccccc3c2)n[nH]1 | -23 | -7 | -11 | -22 | -1 | -12 | 3 | -13 |
| Cc1cc(CNC(=O)C2CCC(=O)N(CCc3cccc(F)c3)C2)on1 (configuration not stated) | 15 | 1 | 13 | 9 | 5 | 6 | -1 | 2 |
| CCCCCCCCNC(=O)c1cccnc1SCC(=O)Nc1ccc(OC)cc1OC | -6 | 4 | 2 | 3 | -11 | -2 | 2 | 2 |
| COc1ccc(N=CC2=C(O)CCCC2=O)cc1 | -11 | 6 | -16 | 10 | 0 | 0 | -1 | -5 |
| CCC1CCc2c(sc(NC(=O)c3ccoc3C)c2C(N)=O)C1 (configuration not stated) | 5 | -18 | 4 | -3 | 3 | -20 | 0 | 4 |
| CC(=O)Nc1ccc(C(=O)OCC(=O)N2CCN(C(=O)c3ccco3)CC2)cc1 | 0 | -1 | 0 | -3 | -7 | 1 | -1 | 5 |
| C/C(=N\NC(=O)c1cccc(S(=O)(=O)N2CCOCC2)c1)c1ccc(C)cc1 | 9 | 2 | -25 | 5 | 1 | 0 | -6 | 5 |
